Screens deposited in PubChem BioAssay by Sanford-Burnham Center for Chemical Genomics.
EBI2 block = blocks human EBI2 receptor beta-arrestin signaling. inhibition, % at 5 µM. 360,000 compounds, 0.81% hits. AID 651636. P32249. EBI2 beta-arrestin recruitment, luminescence, 7a,25-OHC stimulated; in the data active = inhibition above about 38%;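 also: enzyme fragment complementation signal reports receptor beta-arrestin coupling in cells; 0% = agonist plus DMSO wells and 100% = wells without agonist; some results beyond the cut were filed as inactive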
Target sequence (P32249 whole entry, looked up, the tested form may be a part): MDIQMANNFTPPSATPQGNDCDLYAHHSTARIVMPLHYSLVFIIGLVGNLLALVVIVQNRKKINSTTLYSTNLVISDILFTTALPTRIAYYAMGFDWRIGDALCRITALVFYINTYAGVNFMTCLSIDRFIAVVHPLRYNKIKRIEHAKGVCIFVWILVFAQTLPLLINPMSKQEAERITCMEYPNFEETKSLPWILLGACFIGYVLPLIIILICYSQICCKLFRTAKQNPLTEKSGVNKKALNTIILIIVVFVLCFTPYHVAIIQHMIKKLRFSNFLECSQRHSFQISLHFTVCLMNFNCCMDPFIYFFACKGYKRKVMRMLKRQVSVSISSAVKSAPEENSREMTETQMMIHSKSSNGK
Active calls of the source: *; & = joins results of further samples. Not all compounds are listed; the hit share may differ from the screen's.

Start of the data: the first three compounds, to show the layout:
compound | EBI2 block
CCC(C(=O)NC(C)(C)C)n1c(-c2ccc3c(c2)OCO3)nc2ccccc21 (stereo not given) | -3.1
O=C(C[C@H]1CC[C@@H]2[C@H](COC[C@@H](O)CN2Cc2ccc(Cl)cc2)O1)NCCc1ccccc1 | -3.3
COC(=O)C[C@@H]1OC[C@H](C)N1S(=O)(=O)c1ccc(C)cc1 | -11.7

Main list, previewed entries included:
compound | EBI2 block
CCC(C(=O)NC(C)(C)C)n1c(-c2ccc3c(c2)OCO3)nc2ccccc21 (stereo not given) | -3.1
O=C(C[C@H]1CC[C@@H]2[C@H](COC[C@@H](O)CN2Cc2ccc(Cl)cc2)O1)NCCc1ccccc1 | -3.3
COC(=O)C[C@@H]1OC[C@H](C)N1S(=O)(=O)c1ccc(C)cc1 | -11.7
COC(=O)[C@@]12C[C@@H](CC(=O)N3CCSCC3)C(=O)N(Cc3cccc4ccccc34)C1=CCC(C)(C)C2 | 21.2
CO[C@@H]1CN(C)C(=O)c2cc(NC(=O)Nc3ccc(Cl)cc3)ccc2OC[C@H](C)NC[C@H]1C | 0.4
O=C1Nc2ccccc2-n2nnnc2C1N1CCN(c2ccc(C(F)(F)F)cc2[N+](=O)[O-])CC1 (stereo not given) | -0.3
COC(=O)[C@]12CCCCC=C1N(Cc1ccc3c(c1)OCO3)C(=O)[C@H](CC(=O)NCCCCc1ccccc1)C2 | 31.4
O=C1Nc2ccccc2-n2nnnc2C1N1CCN(c2cccc(C(F)(F)F)n2)CC1 (stereo not given) | 5.1

compound | EBI2 block
O=C(NCc1ccccc1)C1C(c2ccc3c(c2)OCO3)=Nc2ccccc2N1C(=O)c1ccco1 (stereo not given) | -7.8
CC(C)(C)NC(=O)C(c1cc2ccccc2o1)n1c(=O)c(-c2ccco2)nc2ccccc21 (stereo not given) | 12.6
COC(=O)[C@@]12C[C@@H](CC(=O)NCCc3ccccc3OC)C(=O)N(Cc3ccc4c(c3)OCO4)C1=CCC(C)(C)C2 | 12.5
COC(=O)[C@@]12C[C@@H](CC(=O)NCc3ccc(C)o3)C(=O)N(CCc3ccc(OC)c(OC)c3)C1=CCC(C)(C)C2 | 5.9
O=C(C[C@H]1CC[C@@H]2[C@H](COC[C@H](O)CN2Cc2cccc(F)c2)O1)NCc1cccc(F)c1 | 0.9
Cn1cc([C@]2(O)C(=O)Nc3ccc(F)cc32)c2ccccc21 | -3.4
Cc1cccc(C)c1NC(=O)C(c1cccc2ccccc12)n1c(=O)c(-c2cc3ccccc3[nH]2)nc2ccccc21 (stereo not given) | 5.1
Cc1cccc(C)c1NC(=O)C1(C)CN(S(C)(=O)=O)CC(=O)N1CCc1c[nH]c2ccccc12 (stereo not given) | -5.6

compound | EBI2 block
CC(C)NC(=O)C1(C)CSCC(=O)N1Cc1cccc(F)c1 (stereo not given) | 3.5
COCC(=O)N1C[C@@H](C)[C@@H](OC)CN(C)C(=O)c2ccc(NC(=O)c3cnccn3)cc2OC[C@H]1C | -8.6
CC(C)OC1=CC(=O)OC(c2cccc(Cl)c2)C1 (stereo not given) | 8.2
CCCCNC(=O)c1nc(C2CCN(S(=O)(=O)c3ccc(S(C)(=O)=O)cc3)CC2)oc1-c1ccccc1 | 14.4
COC(=O)C[C@@H]1CC[C@H](NS(=O)(=O)c2cccc(F)c2)[C@@H](CO)O1 | -0.4
COC(=O)[C@]12CCCCC=C1N(Cc1ccc3c(c1)OCO3)C(=O)[C@H](CC(=O)NCC13CC4CC(CC(C4)C1)C3)C2 | 15.8
COC(=O)C[C@H]1C=C[C@@H](NC(=O)C2CC2)[C@@H](CO)O1 | -7.1
COC(=O)[C@@]12C[C@@H](CC(=O)NCc3cccc(C(F)(F)F)c3)C(=O)N(Cc3ccccc3)C1=CCC(C)(C)C2 | 20.2

compound | EBI2 block
COC(=O)C[C@@H]1CC[C@H](NC(=O)Nc2ccc(F)cc2)[C@@H](CO)O1 | 4.4
COC(=O)[C@@]12C[C@@H](CC(=O)NCc3ccccc3)C(=O)N(CCc3ccc(OC)c(OC)c3)C1=CCC(C)(C)C2 | 1.7
COC(=O)C1=CN(c2ccc(OC)cc2OC)C(N)=C(C#N)C1c1cccc([N+](=O)[O-])c1 (stereo not given) | 7.2
Cc1cc2c(cc1C)-n1nnnc1C(N1CCCNCC1)C(=O)N2 (stereo not given) | -8.2
O=C(C[C@H]1C=C[C@@H](NS(=O)(=O)c2ccccc2)[C@@H](CO)O1)NCc1ccc(Cl)c(Cl)c1 | -4.9
Cc1ccc(S(=O)(=O)N2[C@@H](Cc3ccccc3)CO[C@H]2CC(=O)c2cccc3ccccc23)cc1 | 3.9
Cc1cc2c(cc1C)-c1nnnn1C(N1CCCCC1)C(=O)N2 (stereo not given) | -7.3
COc1ccc(NC(=O)C(c2cc3ccccc3o2)n2c(=O)c(-c3cc4ccccc4[nH]3)nc3ccccc32)cc1 (stereo not given) | -18.0

compound | EBI2 block
COC(=O)C1=CN(c2ccc(C)cc2)C(N)=C(C#N)C1c1ccc(OC)cc1 (stereo not given) | -2.3
COc1ccccc1-c1ncn(Cc2cccc(-c3ccccc3)c2)c1-c1ccco1 | 10.7
CC(C)NC(=O)C1(C)CN(S(C)(=O)=O)CC(=O)N1Cc1cccs1 (stereo not given) | -6.0
CCC(C)CN1C(=O)CN(S(C)(=O)=O)CC1(C)C(=O)Nc1c(C)cccc1C (stereo not given) | 7.7
COC(=O)C1(C(=O)OC)C[C@H](c2ccc(OC)cc2)N(Cc2ccccc2OC)[C@@H]1c1cccs1 | 30.1&30.7
Cc1ccc(S(=O)(=O)Nc2ccc(Cl)cc2O)cc1 | -8.3
COc1ccc(CN2C(=O)CN(S(C)(=O)=O)CC2(C)C(=O)NCc2ccccc2)cc1OC (stereo not given) | -7.4
CC(C)NC(=O)C1C(c2ccccc2)=Nc2ccccc2N1C(=O)c1ccc(C(F)(F)F)cc1 (stereo not given) | 0.6

Given with values ahead of the structure: entries from further up
EBI2 block	canonical_smiles
0.6	CC(C)NC(=O)C1C(c2ccccc2)=Nc2ccccc2N1C(=O)c1ccc(C(F)(F)F)cc1 (stereo not given)
7.7	CCC(C)CN1C(=O)CN(S(C)(=O)=O)CC1(C)C(=O)Nc1c(C)cccc1C (stereo not given)

Further structures.
compound | EBI2 block
CCc1c(-c2ccc(Br)cc2)ncn1Cc1cccc(-c2ccccc2)c1 | 1.2
O=C(NCc1ccccc1)C(c1ccc(C(F)(F)F)cc1)N1CCN(CCN2CCOCC2)CC1 (stereo not given) | -7.5
Cc1cccc(C)c1NC(=O)C1(C)CN(S(C)(=O)=O)CC(=O)N1CCCN1CCOCC1 (stereo not given) | -2.9
CC(C)(C)N1C(=O)c2ccccc2NC(=O)C1C(=O)Nc1ccc(N2CCOCC2)cc1 (stereo not given) | -5.5
COc1ccc(C(=O)NCCNc2nc3cc(C)cc(C)c3cc2C#N)nc1 | -5.9
CCCCCCCCN1C(=O)[C@H](CC(=O)N2CCN(C(=O)C3CC3)CC2)C[C@@]2(C(=O)OC)CC(C)(C)CC=C12 | 11.3
CC(C)CCN1C(=O)CSCC1(C)C(=O)NCc1ccccc1 (stereo not given) | -9.6
COC(=O)[C@@]12C[C@@H](CC(=O)NCC34CC5CC(CC(C5)C3)C4)C(=O)N(Cc3ccccc3)C1=CCC(C)(C)C2 | 11.4

compound | EBI2 block
COC(=O)[C@@]12C[C@@H](CC(=O)N3CCC(c4ccccc4)CC3)C(=O)N(CCc3ccc(OC)c(OC)c3)C1=CCC(C)(C)C2 | 19.0
CC(C)(C)C(C(=O)NCc1ccccc1)N1CCN(CCN2CCOCC2)CC1 (stereo not given) | -13.4
Cc1ccccc1CN1C(=O)CSCC1(C)C(=O)Nc1c(C)cccc1C (stereo not given) | 5.6
COC(=O)[C@@]12C[C@@H](CC(=O)NCc3cccc(C(F)(F)F)c3)C(=O)N(CCc3ccc(OC)c(OC)c3)C1=CCC(C)(C)C2 | -8.3
O=C(Cc1cccnc1)N[C@@H]1CC[C@H](CCn2cc(Cc3ccccc3)nn2)O[C@@H]1CO | -1.7
Cc1ccc(S(=O)(=O)N2[C@H](CC(=O)c3cccc4ccccc34)OC[C@@H]2C)cc1 | 12.1
CCCCCCCCN1C(=O)[C@H](CC(=O)NCc2cccs2)C[C@@]2(C(=O)OC)CC(C)(C)CC=C12 | 9.0
Nc1sc(-c2ccccc2)cc1C(=O)NCCc1c[nH]c2ccccc12 | 7.9

compound | EBI2 block
CCOC(=O)N1CCN(C(=O)C[C@@H]2C[C@@]3(C(=O)OC)CCCCC=C3N(CCc3ccc(OC)c(OC)c3)C2=O)CC1 | -1.9
Cc1ccc(S(=O)(=O)NCc2ccccc2Br)cc1 | 4.5
O=C(NCc1ccccc1)C(c1ccco1)N1CCN(c2ccccc2F)CC1 (stereo not given) | 3.7
CC(C)(C)NC(=O)C(c1ccnc2ccccc12)n1c(=O)c(-c2ccccc2)nc2ccccc21 (stereo not given) | 15.0
CCC(C(=O)Nc1c(C)cccc1C)n1c(-c2cnc(C)cn2)nc2ccccc21 (stereo not given) | -3.7
COC(=O)[C@]12CCCCC=C1N(CCc1ccc(OC)c(OC)c1)C(=O)[C@H](CC(=O)NCC1CCCCC1)C2 | 2.7
CC1(C(=O)NCc2ccccc2)CN(S(C)(=O)=O)CC(=O)N1CCCn1ccnc1 (stereo not given) | -2.0
COC(=O)C[C@H]1C=C[C@@H](NC(=O)NC2CCCCC2)[C@@H](CO)O1 | -8.8

Retrieved one by one from the list above (4):
compound | EBI2 block
Cc1ccc(S(=O)(=O)NCc2ccccc2Br)cc1 | 4.5
COC(=O)C[C@H]1C=C[C@@H](NC(=O)NC2CCCCC2)[C@@H](CO)O1 | -8.8
O=C(NCc1ccccc1)C(c1ccco1)N1CCN(c2ccccc2F)CC1 (stereo not given) | 3.7
CC1(C(=O)NCc2ccccc2)CN(S(C)(=O)=O)CC(=O)N1CCCn1ccnc1 (stereo not given) | -2.0

Next part
compound | EBI2 block
Cc1ccc(S(=O)(=O)N[C@H]2CCC[C@@H]2O)cc1 | -3.3
COC(=O)[C@@]12C[C@@H](CC(=O)NCc3ccccc3)C(=O)N(Cc3cccc4ccccc34)C1=CCC(C)(C)C2 | 18.0
CCOC1=C2CN(S(=O)(=O)c3ccc(C)cc3)C(c3cccc(Cl)c3)CC2N(S(=O)(=O)c2ccc(C)cc2)C(c2ccncc2)C1 (stereo not given) | 22.6
Cc1cccc(C)c1NC(=O)C(c1ccnc2ccccc12)N1CCN(CCN(C)C)CC1 (stereo not given) | -10.6
CC(C)(C)N1C(=O)c2ccccc2NC(=O)C1C(=O)NCCc1ccccc1 (stereo not given) | -7.3
COc1ccc(NC(=O)C(c2ccnc3ccccc23)n2c(=O)c(-c3ccccc3)nc3ccccc32)cc1 (stereo not given) | 2.1
CCC(C(=O)NC(C)(C)C)n1c(-c2ccccc2)nc2ccccc21 (stereo not given) | -2.4
O=C(Nc1ccc2c(c1)OCCO2)C1C(=O)Nc2ccccc2C(=O)N1C1CCCCC1 (stereo not given) | -3.2

compound | EBI2 block
COC(=O)C1(C(=O)OC)C[C@H](c2ccc(OC)cc2)N(Cc2ccccc2OC)[C@@H]1c1ccccc1 | 18.1
O=C(N[C@H]1CC[C@H](CCNS(=O)(=O)c2ccc(Cl)cc2)O[C@@H]1CO)c1cccc(F)c1 | -0.6
COC(=O)[C@@]12C[C@@H](CC(=O)N3CCN(C(=O)c4ccco4)CC3)C(=O)N(Cc3ccccc3)C1=CCC(C)(C)C2 | -6.6
Cc1ccc([N+](=O)[O-])cc1CN1CCN(c2ncc(Cc3ccccc3)cn2)CC1 | 14.8
Cc1cccc(C)c1NC(=O)C(C1CC1)n1c(=O)c(-c2cc3ccccc3[nH]2)nc2ccccc21 (stereo not given) | 10.8
COc1ccc(NC(=O)C(c2ccc(C(F)(F)F)cc2)n2c(=O)c(-c3cc4ccccc4[nH]3)nc3ccccc32)cc1 (stereo not given) | 8.3
CO[C@H]1CN(C)C(=O)c2ccc(NC(=O)C3CCC3)cc2OC[C@H](C)N(CC2CCCCC2)C[C@@H]1C | 12.2
Cc1ccc(C(=O)N2c3ccccc3N=C(c3ccccc3)C2C(=O)NC(C)C)cc1 (stereo not given) | 1.4

compound | EBI2 block
O=C(NCc1ccccc1)C(c1ccccc1F)n1c(=O)c(-c2ccccc2)nc2ccccc21 (stereo not given) | 17.7
CCCCOCCCNC(=O)C[C@@H]1C[C@@]2(C(=O)OCC)CCCC=C2N(CCc2ccc(OC)c(OC)c2)C1=O | 5.9
CC(C)C(C(=O)NCc1ccccc1)N(C)Cc1ccc(Cl)c(Cl)c1 (stereo not given) | 21.8
O=C(NCc1ccccc1)C(C1CC1)n1c(CSCCOc2ccccc2)nc2ccccc21 (stereo not given) | 15.2
COC(=O)C[C@H]1CC[C@@H](NC(=O)Nc2cccc(OC)c2)[C@@H](CO)O1 | -8.4
COC(=O)C1=CN(c2cccc(OCc3ccccc3)c2)C(N)=C(C#N)C1c1ccc(-c2ccccc2)cc1 (stereo not given) | 2.6
Cc1ccc(C(=O)Nc2c(-c3ccccc3)[nH][nH]c2=O)cc1 | -4.5
CCCCNC(=O)C(NC(=O)c1ccc2ccccc2c1)C(=O)c1ccccc1 (stereo not given) | 2.3

compound | EBI2 block
CC(=O)N1CCN(C(C(=O)Nc2c(C)cccc2C)c2cccc(F)c2)CC1 (stereo not given) | 2.6
O=C(Nc1ccc(F)cc1)C(c1cc2ccccc2o1)N1CCN(CC(=O)N2CCCC2)CC1 (stereo not given) | -1.1
COC(=O)[C@@]12C[C@@H](CC(=O)N3CCN(C(=O)C4CC4)CC3)C(=O)N(Cc3ccccc3)C1=CCC(C)(C)C2 | -1.6
C#CCNC(=O)C[C@@H]1C[C@@]2(C(=O)OC)CC(C)(C)CC=C2N(Cc2cccc3ccccc23)C1=O | -3.5
O=C(NC1CCCC1)C1C(c2ccc(C(F)(F)F)cc2)=Nc2ccccc2N1C(=O)c1ccco1 (stereo not given) | 11.0
CCCCOCCCNC(=O)C[C@@H]1C[C@@]2(C(=O)OC)CC(C)(C)CC=C2N(Cc2ccco2)C1=O | 3.8
CCCCNC(=O)c1nc(-c2ccc(C(F)(F)F)cc2)oc1-c1ccccc1 | -34.3
